Source: PubChem
Tat transport – E. coli Tat export inhibitors, primary screen, MC4100, TorA-mCherry reporter, fluorescence, single point; AID 488895, 2010; 0.036% of 340,000 active; inhibition, % at 10 µM;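 active means mean replicate inhibition at least 50% and at least half of replicates individually reaching 50%; inconclusive means only one of the two criteria met; inactive means neither criterion met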;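 further: exported cargo escapes ClpAP degradation while cytoplasmic cargo is degraded and loses fluorescence; 0% = median of neutral control wells and 100% = median of NaSCN control wells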
RTF Ca sens act – cardiac RTF calcium sensitivity activators, primary screen, biochemical, IANBD-TnC fluorescence, EC20 calcium; Troponin I, cardiac muscle (Homo sapiens) + Troponin T, cardiac muscle (Homo sapiens) + …; IANBD-labeled TnC RTF fluorescence at EC20 calcium; 0% EC20 calcium, 100% full calcium; activation, % at 7.2 µM; 0.24% of 340,000 active;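 active means activation above the mean over all tested compounds plus 3 SD, cut at about 30% in these data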;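 further: rise in fluorescence read as greater calcium sensitivity of cardiac thin filaments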
CAL PDZ FP-1 – untagged CAL PDZ binding inhibitors, primary screen, biochemical, fluorescence polarization, HTS; Golgi-associated PDZ and coiled-coil motif-containing protein (Homo sapiens), Q9HD26; purified CAL PDZ, TMR-peptide fluorescence polarization, 1 h; inhibition, % at 24.9 µM; 0.92% of 300,000 active; AID 602252, 2012;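 active means mean inhibition of at least 30% with at least half of replicates also reaching 30%; inconclusive means no clear call, values can overlap the other calls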;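 further: 0% = DMSO neutral control and 100% = excess unlabeled competitor peptide PRC23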
CAL PDZ FP-2 – CAL PDZ peptide-binding inhibitors, primary screen, biochemical, fluorescence polarization, Cer-tagged CAL PDZ, HTS | Golgi-associated PDZ and coiled-coil motif-containing protein (Homo sapiens), Q9HD26 | purified CAL PDZ, TMR-peptide fluorescence polarization, 1 h | inhibition, % at 20 µM | 0.02% of 330,000 active | AID 504414, 2011;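 active means highest replicate inhibition of at least 40%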;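 further: plate controls were DMSO neutral control wells for no effect and unlabeled competitor peptide control wells for full effect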
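Material: tagged CAL PDZ domain; buffer or medium: 25 mM sodium phosphate pH 7.4, 150 mM NaCl, TCEP, IgG, Thesit; compound dosing: single point, 20 µM; schedule: 1 h incubation at room temperature before polarization reading; measured by: FP readout, S and P plane fluorescence; read-out basis: percent inhibition from loss of millipolarization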
Wnt act – Wnt/beta-catenin pathway activators, primary screen, cell-based, plate reader, single point. Wnt/beta-catenin reporter cell assay, activator. activation, % at 9.35 µM. 1.2% of 300,000 active. AID 743398, 2014; in the data active means activation above about 30%, passing the limit was not always enough; inconclusive means no clear call, values can overlap the other calls;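 further: 0% = neutral control wells and 100% = positive control wells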
CDK5 p35 inh – inhibitors of human CDK5/p35 kinase, primary screen, biochemical, single concentration; Cyclin-dependent kinase 5 (Homo sapiens) + Cyclin-dependent kinase 5 activator 1 (Homo …; Recombinant CDK5/p35, ADP-Glo luminescence, 60 min; inhibition, % at 10 µM; 0.01% of 330,000 active;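 active means highest replicate inhibition of at least 50% and at least 75% of replicates reaching 50%; inconclusive means only one of the two criteria met; inactive means both criteria failed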;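 further: plate controls were DMSO neutral control for no effect and GW8510 at 10 µM for full effect; many of its hits are not listed in these tables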
V-ATPase pH – regulators of yeast V-ATPase proton pumping, primary screen, pHLuorin cytosolic pH fluorescence; S. cerevisiae; response, % at 10 µM; 0.37% of 350,000 active; in the data active means response mostly above about 7.3%, no sharp cut-off; inactive means mostly below about 5.4%; further: actives read high; inactives centre near 0; some compounds called inactive have numbers as strong as hits; reference of the scale not given here
Rtt109 HAT inh – inhibitors of C. albicans Rtt109/Vps75 HAT, primary screen, biochemical, ThioGlo CoA-SH fluorescence, plate reader | purified Rtt109/Vps75, 4 h | inhibition, % at 34.9 µM | 0.16% of 330,000 active | AID 540336, 2011;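 active means inhibition of at least 50% in every replicate; inconclusive means best replicate reaches 50% inhibition but some replicates fall short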
Target sequence (Q5AAJ8 whole entry, looked up): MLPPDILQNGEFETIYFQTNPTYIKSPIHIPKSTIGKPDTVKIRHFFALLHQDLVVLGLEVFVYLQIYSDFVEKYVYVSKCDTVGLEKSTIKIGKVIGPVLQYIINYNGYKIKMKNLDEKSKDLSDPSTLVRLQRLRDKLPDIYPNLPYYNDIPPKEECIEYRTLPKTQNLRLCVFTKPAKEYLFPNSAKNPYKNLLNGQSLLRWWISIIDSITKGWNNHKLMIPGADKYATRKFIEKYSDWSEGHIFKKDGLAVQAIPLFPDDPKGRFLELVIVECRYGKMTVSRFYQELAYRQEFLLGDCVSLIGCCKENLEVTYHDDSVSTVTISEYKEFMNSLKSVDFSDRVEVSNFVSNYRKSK
MITF act – activators of MITF-driven TRPM1 promoter reporter, primary screen, cell-based, SK-MEL-5, luciferase, single point; activation, % at 12.5 µM; 0.75% of 300,000 active; SK-MEL-5 TRPM1-promoter luciferase, 24 h; % of positive control, neutral wells = 0; AID 588334, 2011;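 active means mean activation of at least 80% with every replicate also reaching 80%; inconclusive means mean reaches 80% but some replicate falls short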;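 further: 0% = neutral control wells and 100% = parthenolide positive control wells; values of inactives mirror those of a sister screen read the other way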
dFosB act – activators of delta FosB homodimer, primary screen, biochemical, fluorescence polarization, TAMRA-CDK5 oligo, single point | purified delta FosB; percent of positive-control signal above neutral wells | activation, % at 25 µM | 0.99% of 340,000 active | AID 493131, 2011;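 active means mean activation above about 17%, with every replicate also reaching it, limit read from the data, passing the limit was not always enough; inconclusive means only one of the two conditions met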;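 further: fluorescence polarization rise as delta FosB binds a TAMRA Cdk5 AP-1 oligo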
Target sequence (P13346 whole entry, looked up): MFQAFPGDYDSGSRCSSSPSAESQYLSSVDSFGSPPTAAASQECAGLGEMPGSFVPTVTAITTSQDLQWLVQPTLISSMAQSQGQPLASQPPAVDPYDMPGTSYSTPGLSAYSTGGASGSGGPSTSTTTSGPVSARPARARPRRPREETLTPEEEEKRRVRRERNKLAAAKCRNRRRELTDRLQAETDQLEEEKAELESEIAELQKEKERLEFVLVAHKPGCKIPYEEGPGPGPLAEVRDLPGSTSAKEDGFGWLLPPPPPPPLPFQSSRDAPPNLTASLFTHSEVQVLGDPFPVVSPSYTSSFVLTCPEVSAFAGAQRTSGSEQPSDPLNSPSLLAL
Starred values were filed as active, the others as inactive; u = inconclusive; x = not tested or not shown; & = joins results of further samples.

SMILES	Tat transport	RTF Ca sens act	CAL PDZ FP-1	CAL PDZ FP-2	Wnt act	CDK5 p35 inh	V-ATPase pH	Rtt109 HAT inh	MITF act	dFosB act
C/C=C\C(=O)Nc1cccc(C2=NOC3(C2)C[C@@H](C(N)=O)N(C(=O)CCCCC)C3)c1 (stereo partly specified)	-2	3	-1	-1.8	0	-0.1	-1	5	0	-5
O=C(O)c1cnc(-c2ccccc2)nc1Sc1ccc(Cl)cc1	5	3	-6	x	0	-1.6	-4	9	x	3
COc1ccc(C(=O)Nc2cc(OC)c(Cl)cc2Cl)cc1	5	11	-1	-2.5	1	-1.6	3	4	15	-13
COC(=O)c1c(NC(=O)CN2CCC(C(N)=O)CC2)c2c(C)cccc2n1C	-1	0	-1	0.0	0	-0.4	0	15	2	-5
COc1ccc(C(C(=O)NCC2CCCO2)N(C(=O)CNC(=O)c2cccs2)c2ccccc2)cc1OC (stereo unspecified)	-4	-1	-4	0.1	0	-20	0	-1	11	1
Cc1nnc(SCc2cc(=O)oc3cc(O)ccc23)n1Cc1ccccc1	-7	0	-2	-0.7	4	1.2	2	-8	-3	-3
CC(C)(C)C(=O)N1N=C(c2cccc(NS(C)(=O)=O)c2)CC1c1cccs1 (stereo unspecified)	0	2	-5	-3.3	-3	1.3	-2	-3	0	-5
COc1ccc(CN(C)CCc2ccccn2)cc1OC	-3&-3	3	-2	0.4	-2	0.3	1	-10&-4	-12	-1
O=C(COC(=O)c1cc(-c2ccccn2)nc2ccccc12)Nc1ncc(C(F)(F)F)cc1Cl	-1	-2	2	0.3	0	0.3	2	-4	-6	-8
CNc1cc([N+](=O)[O-])ccc1N/C=C/C(=O)c1ccc2c(c1)OCO2	7	2	2	0.6	x	0.7	-4	-4	-5	-5
COc1ccc(C(=O)NC(Nc2ccc(C)cc2)C(Cl)(Cl)Cl)cc1 (stereo unspecified)	4	-8	-4	-3.5	x	-2.7	3	0	-2	3
COc1ccc(OC)c(C2CC(=O)C3=C(C2)NC(=O)CC3c2ccc(O)c(OC)c2)c1 (stereo unspecified)	-4	-3	-1	0.5	x	-1.0	-2	-14	8	-3
O=C(c1ccccc1)c1c[nH]c2ccccc12	-5	2	-2	x	3	0.3	1	-2	5	2
Cc1ccc(CN2CCN(CC(=O)NCc3ccc(Cl)cc3)C2=O)cc1	-1	4	-5	0.3	x	0.6	3	2	0	-7
COc1cc(NC(=O)Cc2ccccc2)c(C(=O)O)cc1OC	6	-4	0	-3.0	0	-2.5	0	0	-1	-5
O=C(NN=C1c2ccccc2-c2ccccc21)c1ccccc1	-1	4	-6	-0.7	4	0.4	2	8	-2	-64
Cn1c(=O)c2c(SCC(=O)N3CCCc4ccccc43)nc(CC(C)(C)C)nc2n(C)c1=O	13	-1	-1	-2.9	x	-1.4	0	-18	-1	-3
CC12COC3(P(=O)(c4ccccc4)c4ccccc4)CC1CCC23CP(=O)(c1ccccc1)c1ccccc1 (stereo unspecified)	6	-3	-6	-1.3	-1	1.5	x	x	3	-3
COc1ccc(C(=O)NCC(=O)OCC(=O)N2CCN(S(=O)(=O)c3ccccc3)CC2)cc1	10	1	0	-3.5	x	-0.4	-1	18	-5	-3
CC(C)C[C@H](NC(=O)OC(C)(C)C)c1n[nH]c(=S)n1N	-6	-3	-3	-2.5	x	-0.1	-4	-4	21	1
O=C(O)C(NC(=O)c1ccccc1)=C(Cl)Cl	-8	0	-7	x	-4	-1.5	0	8	x	-4
O=C(CCC(=O)Nc1ccccc1)N/N=C/c1cccnc1	-2	4	-4	0.2	6	1.4	-5	-10	-10	-8
Cc1ccc(C)c(/C(O)=C2\C(=O)C(=O)N(CCCn3ccnc3)C2c2cccnc2)c1 (stereo unspecified)	-2	13	-4	x	x	0.5	-1	0	-4	-16
CN(CC(=O)NCCN1CCOCC1)S(=O)(=O)c1ccc(Cl)cc1	u	-6	x	2.2	-5	-0.8	6	8	9	-4
CCOc1ccc(-c2ncncc2-c2ccc(OC)c(OC)c2)c(O)c1	0	2	6	-0.4	2	2.8	0	-6	-1	-4
CN(C(=O)COC(=O)Cn1c(C(F)(F)F)nc2ccccc21)c1c(N)n(Cc2ccccc2)c(=O)[nH]c1=O	18	-3	-4	-1.2	0	0.6	-7	0	-7	-16
CCCSC1=C(C#N)C(c2ccc(OC)cc2)C2=C(CC(C)(C)CC2=O)N1 (stereo unspecified)	9	0	-2	-2.0	x	1.3	-4	-7	-5	3
CCOc1cc(CN2CCSCC2)ccc1O	-5	1	x	0.4	x	10	2	-2	-4	-7
Cc1ccc(NC(=O)CN(C)C(=O)C(C)N2CCN(Cc3ccccc3C)CC2)cc1 (stereo unspecified)	-3	6	-6	-4.0	-1	0.9	3	0	x	3
CC(=O)c1cccc(NC(=O)C2CCN(S(=O)(=O)c3cccs3)CC2)c1	9	9	2	-2.9	-6	0.7	4	-3	x	-2

In a second layout: 8 of the compounds above.
canonical_smiles,Tat transport,RTF Ca sens act,CAL PDZ FP-1,CAL PDZ FP-2,Wnt act,CDK5 p35 inh,V-ATPase pH,Rtt109 HAT inh,MITF act,dFosB act
Cc1ccc(C)c(/C(O)=C2\C(=O)C(=O)N(CCCn3ccnc3)C2c2cccnc2)c1 (stereo unspecified),-2,13,-4,x,x,0.5,-1,0,-4,-16
CN(CC(=O)NCCN1CCOCC1)S(=O)(=O)c1ccc(Cl)cc1,u,-6,x,2.2,-5,-0.8,6,8,9,-4
CCOc1ccc(-c2ncncc2-c2ccc(OC)c(OC)c2)c(O)c1,0,2,6,-0.4,2,2.8,0,-6,-1,-4
CN(C(=O)COC(=O)Cn1c(C(F)(F)F)nc2ccccc21)c1c(N)n(Cc2ccccc2)c(=O)[nH]c1=O,18,-3,-4,-1.2,0,0.6,-7,0,-7,-16
CCCSC1=C(C#N)C(c2ccc(OC)cc2)C2=C(CC(C)(C)CC2=O)N1 (stereo unspecified),9,0,-2,-2.0,x,1.3,-4,-7,-5,3
CCOc1cc(CN2CCSCC2)ccc1O,-5,1,x,0.4,x,10,2,-2,-4,-7
Cc1ccc(NC(=O)CN(C)C(=O)C(C)N2CCN(Cc3ccccc3C)CC2)cc1 (stereo unspecified),-3,6,-6,-4.0,-1,0.9,3,0,x,3
CC(=O)c1cccc(NC(=O)C2CCN(S(=O)(=O)c3cccs3)CC2)c1,9,9,2,-2.9,-6,0.7,4,-3,x,-2

(more compounds)
SMILES	Tat transport	RTF Ca sens act	CAL PDZ FP-1	CAL PDZ FP-2	Wnt act	CDK5 p35 inh	V-ATPase pH	Rtt109 HAT inh	MITF act	dFosB act
Cc1cccc(C)c1NC(=O)C(c1ccccc1)N1CCC2(CC1)OCCO2 (stereo unspecified)	1	3	0	-1.5	u	-3.5	6	-5	6	-7
O=C(O)c1cc(NCc2ccccc2)ccc1N1CCOCC1	-6	6	-6	-0.5	x	-1.1	-5	2	-1	-3
CC(=O)Nc1ccc(S(=O)(=O)N2CCN(c3nc(C)cc(C)n3)CC2)cc1	-4	-6	-5	-0.6	0	-0.7	2	-2	x	-3
Cc1ccc(NC(=O)CN2C(=O)NC(C)(CCc3ccccc3)C2=O)cc1 (stereo unspecified)	-6	-6	-4	2.0	-1	-0.5	1	11	9	-6
CC(C)(CNC(=O)CNC(=O)C1CCCCC1)N1CCOCC1	-1	1	-1	-0.1	1	-0.1	1	-6	2	0
CCN1C(=O)/C(=C2\C=Cc3ccccc3N2CC)OC1=S	-6	-11	-6	-1.1	-3	-2.1	-1	-10	9	-12
CCOc1ccc(CCNS(=O)(=O)c2cccc3nsnc23)cc1OCC	-6	2	-3	-1.7	x	-2.7	0	4	-4	-4
O=C(N/N=C/c1ccco1)c1ccc2nc[nH]c2c1	14	-4	x	-1.2	0	0.9	1	-2	x	-4
Oc1cccc(C(Nc2nccs2)c2ccc3cccnc3c2O)c1 (stereo unspecified)	-9	-4	-3	-0.2	-4	1.2	2	11	-45	-4
CCOc1ccc(NC(=O)CN(C)C(=O)c2nc3nc(C)cc(C)n3n2)cc1OCC	-2	2	x	-1.8	0	0.4	-3	-5	4	-4
c1ccc(CC2CCN(c3nnnn3-c3ccccc3)CC2)cc1	6	-5	-3	x	-1	0.2	4	6	-6	-2
O=C(NC12CC3CC(CC(C3)C1)C2)c1ccc(S(=O)(=O)N2CCOCC2)cc1	11	4	0	-0.2	x	-0.2	-3	-3	-2	-5
Cc1cnc(C(=O)NCC(=O)Nc2ccccc2Br)cn1	10	1	-3	-1.7	-1	-0.3	2	2	8	-12
CC1CC(=O)c2cnc(NCC3CCCO3)nc2C1 (stereo unspecified)	-8	-2	-3	-7.6	x	-4.5	7	1	13	-5
Cc1ccc(NC(=O)CN(C)C(=O)Cn2cc(C(F)(F)F)ccc2=O)cc1	-3	0	-6	0.2	x	-0.6	0	2	8	2
O=C(Nc1ccccc1)N(CCc1nc2ccccc2[nH]1)C1CCCC1	-5	0	-2	x	x	0.0	-6	6	-6	-5
COc1ccccc1CN1CC(C(=O)N(CCO)Cc2cccs2)CCC1=O (stereo unspecified)	10	1	-2	-1.1	1	0.0	-4	-3	-8	5
Cc1noc(C)c1C(=O)NC(C)c1ccc(Cl)cc1Cl (stereo unspecified)	0	4	-6	0.1	-1	-1.4	5	-6	2	-1
O=C(CSc1ncn[nH]1)Nc1nc(-c2ccccc2)ns1	-4	-10	-2	0.2	x	0.0	0	-3	9	-13
COc1ccc(C2C(C(=O)c3ccccc3)=C(C)Nc3nc4ccccc4n32)c(OC)c1 (stereo unspecified)	3	2	x	-0.7	-3	-0.5	0	-3	x	-6
Cc1ccc2c(c1)N(CCC(=O)NC1CC1)C(=O)C(C)O2 (stereo unspecified)	1	-1	-1	0.5	-1	-0.6	0	-7	x	3
O=C(CCCn1c(=S)[nH]c2cc3c(cc2c1=O)OCO3)N1CCN(c2ccc(F)cc2)CC1	-9	1	-1	-0.5	x	1.9	-4	2	x	-8
